DRD3 antagonist – D3 dopamine receptor (human) antagonism; D3R cells, DiscoveRx beta-arrestin luminescence, antagonist mode; active compounds read low; max response, negative = inhibition, %; P35462; hit rate 2.5% among 360,000; AID 652054; in the data active means max response below about -50%; inconclusive means no clear call, values can overlap the other calls; further: on the % scale 0 is the no-effect control and ±100 the full control effect; mostly tested at two doses, the higher about 12 µM
Target sequence (P35462 whole entry, looked up): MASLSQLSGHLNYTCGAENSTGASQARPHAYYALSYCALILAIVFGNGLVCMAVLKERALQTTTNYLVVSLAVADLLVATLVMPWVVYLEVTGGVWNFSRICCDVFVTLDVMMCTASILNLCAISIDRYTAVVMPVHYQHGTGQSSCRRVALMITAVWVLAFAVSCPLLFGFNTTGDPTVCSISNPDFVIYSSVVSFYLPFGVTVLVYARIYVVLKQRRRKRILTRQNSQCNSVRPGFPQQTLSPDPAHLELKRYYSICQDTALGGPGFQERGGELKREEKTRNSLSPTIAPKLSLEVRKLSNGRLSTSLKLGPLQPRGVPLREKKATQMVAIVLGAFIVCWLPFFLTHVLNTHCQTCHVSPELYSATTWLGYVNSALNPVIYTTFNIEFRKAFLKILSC
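Cells plated overnight at 1500 cells/well, then exposed to library compounds with dopamine controls for 90 minutes at 37 degrees C. DiscoveRx reagent added for 30–60 minutes at room temperature; luminescence read, quantitative HTS format.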
HT1080 IDH1KD tx – toxicity to HT-1080 IDH1 knockdown cells (counter line). Potency, µM (top dose mostly 46.1 µM), inactives show top-dose activity, negative = toxicity, usual class: cytotoxic. AID 686971. hit rate 2% among 360,000. HT-1080 IDH1 knockdown viability, ATP luminescence, 48 h;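 further: potency means the concentration at half of the fitted maximal effect; 0% = DMSO wells and -100% = cell-free medium wells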
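After a 2 h attachment period, IDH1KD HT-1080 cells took pin-transferred compound for 48 h at 37 °C; ATP-based luminescence after 10 min room-temperature reagent incubation reported viability.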
GLP1R ag – agonists of human GLP-1 receptor; AID 624172; hit rate 0.007% among 380,000; HEK293 GLP-1R CRE-luciferase, luminescence, 4-6 h; cells express a hypersensitive GLP-1R form; Potency, µM (series often up to 45.6 µM), for the others: top-dose activation, usual class: activators; further: potency means the concentration at half of the fitted maximal effect; % of control where 0% means no effect
Target sequence (P43220 whole entry, looked up): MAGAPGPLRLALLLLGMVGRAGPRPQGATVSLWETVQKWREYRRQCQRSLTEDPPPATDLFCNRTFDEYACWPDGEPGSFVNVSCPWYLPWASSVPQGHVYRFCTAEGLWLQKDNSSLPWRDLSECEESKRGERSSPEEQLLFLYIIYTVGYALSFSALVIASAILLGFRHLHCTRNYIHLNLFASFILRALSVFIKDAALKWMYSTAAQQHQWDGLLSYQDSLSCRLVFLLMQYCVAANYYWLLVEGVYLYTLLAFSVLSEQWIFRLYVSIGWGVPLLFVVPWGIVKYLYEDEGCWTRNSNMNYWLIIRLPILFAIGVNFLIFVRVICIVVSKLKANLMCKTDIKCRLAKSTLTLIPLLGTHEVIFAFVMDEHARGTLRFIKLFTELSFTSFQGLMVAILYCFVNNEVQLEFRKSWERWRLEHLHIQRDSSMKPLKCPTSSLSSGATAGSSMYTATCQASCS
KB-V1 cytotox – kills drug-selected multidrug resistant KB-V1 cells; KB-V1 MDR cells viability, CellTiter-Glo, 72 h; Potency, µM (highest dose often 46.1 µM), for inactives: top-dose activity change, negative = cytotoxicity, hits mostly cytotoxic; hit rate 3.4% among 400,000; AID 1347076; further: potency means the concentration at half of the fitted maximal effect; on the % scale 0 is the no-effect control and ±100 the full control effect; nearly all actives have a fitted effect of over 60% in size
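In this primary screen, KB-V1 cells overexpressing P-gp are incubated with library compounds (lowest to highest concentration) for 72 h at 37 degrees C before a luminescent ATP viability read.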
KB-3-1 cytotox – kills parental KB-3-1 adenocarcinoma cells | KB-3-1 viability, CellTiter-Glo ATP luminescence, 72 h | AID 1347075 | Potency, µM (titrated, usually from 46.1 µM), without a hit: top-dose activity change, negative = cytotoxic, actives largely listed as cytotoxic | hit rate 1.4% among 400,000; further: potency means the concentration at half of the fitted maximal effect; on the % scale 0 is the no-effect control and ±100 the full control effect; nearly all actives have a fitted effect of over 60% in size
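Here the drug-naive KB-3-1 line serves as comparator for MDR sub-line selectivity; cells received compound titrations, 72 h at 37 °C, then CellTiter-Glo readout.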
HT1080NT lethal – kills 2HG-producing HT-1080-NT fibrosarcoma cells | Potency, µM (doses to about 46.1 µM), for inactives: at the highest dose activity, negative = less viability, hits mostly cytotoxic | AID 686970 | hit rate 1.6% among 360,000 | HT-1080-NT fibrosarcoma viability, CellTiter-Glo ATP luminescence, 48 h;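 further: NT is the 2HG producing partner of a matched IDH1 knockdown line; potency means the concentration at half of the fitted maximal effect; 0% = DMSO-treated cells and -100% = media-only wells without cells; nearly all actives have a fitted effect of over 55% in size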
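HT-1080-NT fibrosarcoma cells (2HG-overproducing), 750 cells/well in RPMI with 5% FBS, dosed after 2 h and incubated 48 h at 37C. CellTiter-Glo luminescence normalized to DMSO and no-cell wells; concentration-response curves fitted and classed.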
DRD3 agonist – activates the human D3 dopamine receptor | P35462 | D3R DiscoveRx beta-arrestin cells, luminescence, 90 min | max activation, % | hit rate 0.58% among 410,000; in the data active means max activation above about 30%; further: 0% is about no effect; mostly tested at two doses, the higher about 12 µM
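Agonist-mode cell screen: cells plated at 1500/well and incubated overnight at 37 °C, then exposed to library compounds for 90 min at 37 °C. Detection reagent was added for 30–60 min at room temperature, and luminescence was read.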
SW480 rereplic – inducers of DNA re-replication in SW480 colon cancer cells. Potency, µM (titrated, usually from 46.1 µM), for the others: at the highest dose re-replication activation, hits mostly activators. hit rate 1.8% among 340,000. SW480 DNA re-replication, Hoechst DNA content imaging, 48 h. AID 624297; further: potency means the concentration at half of the fitted maximal effect; % of control where 0% means no effect; nearly all actives have a fitted effect of over 55% in size
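SW480 cells exposed to compounds for 48 hr at 37 C, 5% CO2, then Hoechst-stained 40 min. Nuclear DNA content imaged by fluorescence scanning (405 nm excitation, 500-530 nm emission); re-replication scored as increased high-intensity nuclei.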
IL1B secr inh – blocks inflammasome-driven IL-1 beta release; THP-1 LPS/ATP IL-1B secretion, AlphaLISA, 16 h; active compounds read low; AID 743279; activity change, % at 57.5 µM; hit rate 4.7% among 360,000; in the data active means activity change below about -50%; inconclusive means mostly about -30% to -49%; further: on the % scale 0 is the no-effect control and ±100 the full control effect
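THP-1 cells pretreated 1 hr with compounds (up to 57.5 uM final), then stimulated with LPS (250 ng/mL final) plus ATP (1.25 mM final); secreted IL-1B measured by AlphaLISA after 16 hr, decreased signal indicating inhibition.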
The depositor's hits bear a star; ? = inconclusive; . = no result given; & = joins results of further samples; [ ] = remark or other dose. Unless noted, the call rests on the fitted dose curve; in most records, active means well fitted curve in the direction sought with a large enough effect; inconclusive means small, poorly fitted or top-dose-only effect, or another doubt; inactive means no such curve, though single readings can be large; an effect the other way counts as inactive or inconclusive.

SMILES | DRD3 antagonist | HT1080 IDH1KD tx | GLP1R ag | KB-V1 cytotox | KB-3-1 cytotox | HT1080NT lethal | DRD3 agonist | SW480 rereplic | IL1B secr inh
COc1ccc(CCNC(=S)N2CCC(C(N)=O)CC2)cc1 | 14.1 | 15.6% | 1.9% | 17.8% | -2.4% | ? | 2.4 | -4.0% | 17.3
CCCCN(C)C(=O)Cn1cnc2sc(C)c(S(=O)(=O)N3CCN(c4ccccc4OC)CC3)c2c1=O | 61.8 | 16.3% | 7.9% | -18.9%&0.5% | 12.4%&3.2% | 18.4% | 2.1&1.7 | -1.8% | 10.7
COC(=O)c1sccc1NC(=O)c1cc(C)on1 | -53.3* | -5.0% | 0.6% | 10.8% | 2.9% | -11.5% | -9.7 | -3.0% | 9.5
COc1ccc(C(=O)NCCSc2ccccc2)cc1 | 0.0 | 1.6% | -5.5% | -17.4% | -1.7% | 5.8% | -9.4 | -0.9% | -13.9
CCN(CC(=O)Nc1ccccc1C(F)(F)F)C(=O)c1ccc(N2C(=O)CCC2=O)cc1 | -10.2 | 1.0% | 6.0% | 6.2% | 12.0% | -4.5% | -14.5 | 1.3% | 0.0
NS(=O)(=O)c1ccc(NCc2ccccc2OCc2ccccc2F)cc1 | 3.5 | -7.7% | 9.3% | ? | -4.3% | -15.0% | 0.3 | -6.5% | -18.8
COCC(C)NC(=O)c1ccc(CN2CCc3ccccc3C2)cc1 (centres undefined) | -67.7* | -9.1% | 3.9% | -6.3% | -2.6% | -0.2% | -10.9 | -4.8% | -11.9
Cc1ccc(-n2c(C)cc(=O)cc2C)cc1[N+](=O)[O-] | -28.9 | 0.3% | -0.9% | 20.5% | 0.0% | 18.9% | -5.9 | -7.8% | -19.0
COc1ccc(CN2CCN(C(=O)CC(C)C)CC2)cc1OC | ? | 5.1% | -6.8% | -2.1% | -1.7% | 6.2% | -3.6 | -0.4% | -12.3
CC1O[C@@H](O[C@H](C)CC/C=C/C(=O)O)C(O)C[C@H]1O (some centres undefined) | -15.1 | 10.1% | 0.9% | -9.0% | 0.0% | 4.4% | -1.7 | -25.6% | 18.1
Nc1nnc(SCC(=O)OCC(=O)Nc2ccc(Br)cc2)s1 | -19.3 | -22.6% | 1.0% | 0.4% | -1.3% | -28.1% | -26.5 | -4.7% | 6.5
O=[N+]([O-])c1ccc(C2=Nn3c(Cn4nnc5ccccc54)nnc3SC2)cc1 | -22.9 | 5.4% | 9.7% | -23.8% | -0.9% | -3.9% | 1.9 | -77.2%[inhibitor] | -9.4
COC(=O)C1(CCSC)NC(c2ccc(O)cc2)C2C(=O)N(c3ccc4c(c3)OCCO4)C(=O)C21 (centres undefined) | -11.4 | -2.2% | 4.2% | 1.3% | -4.2% | -0.4% | -0.1 | -0.3% | -6.8
N#Cc1ccc(C#Cc2ccc3oc4ccccc4c(=O)c3c2)cc1 | ? | 9.4% | -4.4% | ? | 29.2% | 15.1% | -7.1 | -3.9% | -9.2
Cn1ccc(C(=O)Nc2sc3c(c2C(N)=O)CCCCC3)n1 | 16.8 | 8.4% | -0.8% | -20.9% | -1.6% | -2.1% | 3.8 | 1.1% | -21.4

Among those listed so far, these have a thiophene ring, fused or not:
SMILES | DRD3 antagonist | HT1080 IDH1KD tx | GLP1R ag | KB-V1 cytotox | KB-3-1 cytotox | HT1080NT lethal | DRD3 agonist | SW480 rereplic | IL1B secr inh
CCCCN(C)C(=O)Cn1cnc2sc(C)c(S(=O)(=O)N3CCN(c4ccccc4OC)CC3)c2c1=O | 61.8 | 16.3% | 7.9% | -18.9%&0.5% | 12.4%&3.2% | 18.4% | 2.1&1.7 | -1.8% | 10.7
COC(=O)c1sccc1NC(=O)c1cc(C)on1 | -53.3* | -5.0% | 0.6% | 10.8% | 2.9% | -11.5% | -9.7 | -3.0% | 9.5
Cn1ccc(C(=O)Nc2sc3c(c2C(N)=O)CCCCC3)n1 | 16.8 | 8.4% | -0.8% | -20.9% | -1.6% | -2.1% | 3.8 | 1.1% | -21.4

The list continues.
SMILES | DRD3 antagonist | HT1080 IDH1KD tx | GLP1R ag | KB-V1 cytotox | KB-3-1 cytotox | HT1080NT lethal | DRD3 agonist | SW480 rereplic | IL1B secr inh
C=C(c1ccc2nc(NC(=O)OC)[nH]c2c1)c1cccs1 | -19.9 | 0.731µM* | 1.7% | 0.651µM* | ? | 1.03µM* | -11.9 | 0.731µM* | 45.9
CCC1Oc2ccccc2N(CC(=O)Nc2ccc(OC)cc2OC)C1=O (centres undefined) | 31.1 | -17.7% | 20.1% | -15.6% | -6.1% | -2.3% | -15.6 | 0.0% | -8.1
CN(C)C(CNC(=O)CCNC(=O)c1ccc(Cl)cc1)c1ccco1 (centres undefined) | -15.5 | -6.1% | -6.6% | 4.7% | 16.6% | 3.6% | -16.4 | 43.1% | 11.3
O=S(=O)(Nc1ccccc1Cl)c1ccc(NS(=O)(=O)c2cccs2)cc1 | -17.5 | -0.7% | 0.8% | 4.1% | 3.9% | -3.3% | -4.5 | -1.9% | 34.5
CCC(C)Sc1ccc([C@H]2N[C@@](Cc3ccccc3)(C(=O)OC)[C@H]3C(=O)N(CC)C(=O)[C@@H]23)cc1 (some centres undefined) | ? | -10.8% | -0.1% | ? | ? | -15.5% | -17.5 | -8.9%[9.22 µM] | -23.6
CCN1CCCC(NC(=O)c2cc([N+](=O)[O-])ccc2OC)C1 (centres undefined) | -59.6* | -5.6% | 2.9% | -16.9% | -4.0% | -1.1% | -25.6 | -2.2% | -3.0
Oc1ccc(-c2[nH]ncc2-c2ccc(Br)cc2)c(O)c1 | -8.6 | -6.7% | -3.4% | ? | 0.5% | -7.4% | -7.7 | 3.6% | -28.5
CN(C)CCCN(Cc1ccc2c(c1)OCO2)C(=O)NC1CCCCC1 | -13.2 | -8.2% | 0.7% | -7.0% | 0.5% | -13.3% | -23.6 | -9.5% | -9.1
O=C(CC1CCCCC1)N=C1SC2CS(=O)(=O)CC2N1c1ccccc1 (centres undefined) | 13.3 | 15.6% | -5.4% | -1.0% | -1.0% | 10.1% | 1.4 | -1.6% | 22.4
Cc1ccc(S(=O)(=O)N2CCCC2C(=O)NC2CCCCC2)cc1 (centres undefined) | 17.1 | 2.2% | -1.5% | -9.3% | -4.9% | 11.3% | 5.4 | 0.1% | 22.7
CC(CCN1CCN(CCO)CC1)c1ccccc1 (centres undefined) | 4.7 | 6.3% | -4.6% | 4.0% | -0.2% | 2.2% | -9.8 | 1.0% | 16.0
O=C1CC2C(=O)NCCN2C(=NC(=O)c2ccc(Cl)cc2)N1 (centres undefined) | 6.9 | 8.8% | 6.7% | 0.6% | 15.7% | 21.9% | 4.7 | 0.1% | -11.9
Cc1ccc(S(=O)(=O)N2CCC(C(=O)NC3CCCCC3C)CC2)cc1 (centres undefined) | 0.8 | 4.4% | -5.2% | -9.6% | 11.4% | 0.7% | 6.6 | -16.8% | -10.5
COc1ccc(C(=O)/C=C/C(=O)N(CC(=O)NC2CCCCC2)Cc2cccs2)c(O)c1 | -8.0 | -11.5% | 9.4% | ? | ? | -21.5% | -3.1 | ? | -99.5*
COc1ccc(CNC(=O)c2n[nH]c3ccccc23)cc1OC | 8.3 | 18.1% | 7.7% | -1.6% | 9.5% | 0.3% | 6.3 | -4.8% | 13.6
O=C(NCCCN1CCOCC1)c1cc(-c2ccccc2)nc2ccccc12 | 3.5 | 4.7% | 4.0% | -12.8% | -1.5% | 0.3% | 4.8 | -4.0% | -8.2
COc1cccc(CN(C)C(=O)c2ccc(COc3ccc(Cl)cc3)cc2)c1OC | -0.6 | -16.9% | ? | -3.3% | 1.6% | -18.1% | 11.9 | 9.2% | ?
O=C(COC(=O)CC1CCCC1)Nc1ccccc1[N+](=O)[O-] | 10.7 | 0.1% | -7.7% | 0.0% | 13.3% | 3.8% | -12.5 | -41.3%[inhibitor] | 0.0
NC(=O)c1cc(S(=O)(=O)NCCCc2ccccc2)cs1 | 16.8 | -0.3% | -3.0% | 12.5% | -18.0% | -14.2% | 5.0 | -4.8% | 29.2
CCOc1ccccc1OCC(=O)NNC(=S)NC1CCCCC1 | 3.5 | -8.4% | -4.4% | -1.3% | -2.3% | -0.3% | -13.2 | -32.0%[inhibitor] | 0.0
COc1ccc(C(CNC(=O)c2ccc(Br)o2)N2CCN(C)CC2)cc1 (centres undefined) | -2.0 | 0.1% | 4.6% | -16.7% | -2.4% | -9.2% | -26.2 | -3.8% | -3.8
CC(C)CCNC(=O)CN(C(=O)CCC(=O)Nc1nccs1)C1CCCCC1 | 15.6 | 18.3% | -0.7% | -9.6% | 9.3% | 20.8% | -5.9 | -3.1% | 11.3
CCOC(=O)C1(CCC(C)C)CC(CSc2nc3ccccc3[nH]2)OC1=O (centres undefined) | -4.2 | 1.9% | 1.9% | ? | -3.3% | -1.8% | 1.6 | 14.1% | 24.9
COc1ccccc1-c1ncn(Cc2cccc(-c3ccccc3)c2)c1-c1ccco1 | ? | ? | . | 14.6µM* | ? | ? | -13.5 | . | ?
Cc1ccc2ncccc2c1NS(=O)(=O)c1ccccc1 | -27.7 | 3.6% | -5.4% | 3.0% | 12.8% | 4.3% | -0.8 | -4.7% | 39.8
O=C(Nc1ccccc1N1CCCCC1)c1ccc(-c2cccc(Cl)c2)o1 | ? | 4.2% | 1.0% | -4.1% | -1.8% | 5.7% | -0.9 | 1.3% | 41.3
O=c1oc2ccccc2c(Nc2cc3ccccc3cc2O)c1[N+](=O)[O-] | -6.6 | ? | 5.9% | ? | 14.6µM* | ? | -0.6 | ? | 55.2
Cc1ccc([N+](=O)[O-])cc1-c1[nH]c(-c2ccc(O)c(O)c2)nc1-c1ccccc1 | 8.0 | -25.3% | -3.8% | -23.7% | 0.8% | -8.7% | 15.5 | ? | 3.5
CC(=O)c1cccc(OCc2cc(C(=O)NC3CCN(Cc4ccccc4)CC3)no2)c1 | ? | -9.4% | -3.0% | ? | ? | -3.8% | -18.4 | -6.8% | 0.0
